Compound activity deposited in PubChem BioAssay by National Center for Advancing Translational Sciences (NCATS).
CCT chaperon mod = changes cytosolic chaperonin activity. AID 651819. actives 0.3% (n = 360,000). activity change, % (no concentration beside the values), hits read low. purified chaperonin ATPase assay, HTRF ADP detection, 30 min; in the data active = activity change below about -30%; note: % is set by controls: 0 for no effect and ±100 for the full control effect
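ATPase activity: ADP formed was measured by HTRF Transcreener (665/615 nm ratio) after 30 min at 37 deg C with 10 uM ATP. Compounds screened at one 76 uM concentration against 40 or 20 nM TRiC in Tris pH 7.4/KCl/MgCl2/DTT buffer.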
Nrf2 inh = Nrf2 pathway inhibition | A549 ARE-Fluc reporter, luciferase luminescence, 18-24 h | Potency, µM (top dose mostly 46 µM), inactives show top-dose activity change, negative = inhibition, most hits filed as inhibitors | actives 2.1% (n = 360,000); note: potency is the fitted concentration of half-maximal effect; % is set by controls: 0 for no effect and ±100 for the full control effect; nearly all actives have a fitted effect of over 60% in size
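A549 ARE_Fluc cells, 5000/well, 5% FBS OPTI-MEM; compounds in dose-response, 18-24 h at 37 °C/5% CO2; CellTiter-Fluor viability read (Ex 405/Em 525), then BugLite luciferase luminescence = Nrf2 activity.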
EPAC2 agonist = EPAC2 (human) agonism; Q8WZA2; EPAC2 activation, biochemical qHTS; response scale: 100% = 6.5 mM cAMP response; Potency, µM (titrated, usually from 154 µM), for inactives: at the top dose activation, actives largely listed as activators; actives 0.079% (n = 360,000); AID 720711; note: potency is the fitted concentration of half-maximal effect; nearly all actives have a fitted effect of over 50% in size
Target sequence (Q8WZA2 whole entry, looked up): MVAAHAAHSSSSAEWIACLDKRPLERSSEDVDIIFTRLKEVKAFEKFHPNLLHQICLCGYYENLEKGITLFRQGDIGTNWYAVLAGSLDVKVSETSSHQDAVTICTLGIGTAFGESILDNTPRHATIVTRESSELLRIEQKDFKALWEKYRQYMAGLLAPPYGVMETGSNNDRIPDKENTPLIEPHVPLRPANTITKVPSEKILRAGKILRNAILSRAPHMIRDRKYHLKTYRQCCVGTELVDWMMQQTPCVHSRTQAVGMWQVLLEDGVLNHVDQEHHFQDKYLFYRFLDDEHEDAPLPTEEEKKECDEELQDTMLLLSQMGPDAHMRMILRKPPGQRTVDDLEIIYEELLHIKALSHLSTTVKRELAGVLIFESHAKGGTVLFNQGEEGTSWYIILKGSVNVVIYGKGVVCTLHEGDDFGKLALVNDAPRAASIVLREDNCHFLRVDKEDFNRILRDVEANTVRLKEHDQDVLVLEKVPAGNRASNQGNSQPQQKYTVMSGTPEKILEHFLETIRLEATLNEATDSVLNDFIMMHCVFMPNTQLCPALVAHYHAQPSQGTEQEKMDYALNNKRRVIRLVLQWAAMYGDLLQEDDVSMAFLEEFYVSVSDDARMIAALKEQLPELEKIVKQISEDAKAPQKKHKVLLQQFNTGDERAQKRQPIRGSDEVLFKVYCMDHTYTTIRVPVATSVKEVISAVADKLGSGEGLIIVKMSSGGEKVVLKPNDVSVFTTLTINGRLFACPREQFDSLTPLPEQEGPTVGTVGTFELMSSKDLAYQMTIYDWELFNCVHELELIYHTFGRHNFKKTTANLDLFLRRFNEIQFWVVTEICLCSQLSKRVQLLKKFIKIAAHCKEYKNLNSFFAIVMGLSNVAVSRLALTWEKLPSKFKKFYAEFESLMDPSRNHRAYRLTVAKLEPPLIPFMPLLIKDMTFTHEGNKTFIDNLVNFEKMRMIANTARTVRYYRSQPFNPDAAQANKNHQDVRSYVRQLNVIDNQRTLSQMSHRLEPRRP
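Compounds were titrated in qHTS against a Rap1B-BODIPY-GDP (250 nM) complex with EPAC2 (100 nM) and GDP (50 uM). BODIPY-GDP release tracked at 480/540 nm over 30 min at room temperature, normalized to 6.5 mM cAMP.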
Mm-Cpn inhibitor = blocks the Methanococcus maripaludis chaperonin Mm-Cpn; actives 0.031% (n = 330,000); purified Mm-Cpn ATPase, ADP Transcreener TR-FRET; Potency, µM (highest dose often 76.9 µM), for the others: at the top dose activity, negative = inhibition, actives largely listed as inhibitors; AID 504842; note: potency is the fitted concentration of half-maximal effect; % is set by controls: 0 for no effect and ±100 for the full control effect; nearly all actives have a fitted effect of over 80% in size
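ATP (10 uM final) was added to archaeal chaperonin (25 nM final) after 10 min exposure to test compound at 37°C; after 30 min further incubation, ADP was detected by competitive TR-FRET.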
Nrf2 activator = activators of Nrf2 (ARE) signaling | AREc32 ARE-luciferase reporter (MCF7-derived line), luminescence, 24 h | Potency, µM (titrated, usually from 46.1 µM), without a hit: at the top dose activation, most hits filed as activators | actives 0.31% (n = 410,000) | AID 624171; note: potency is the fitted concentration of half-maximal effect; % of control where 0% means no effect; nearly all actives have a fitted effect of over 65% in size
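For detection, Steady-Glo was added and plates sat 30 min at RT; before that, AREc32_Fluc cells grown overnight in OPTI-MEM/5% FBS had been treated with 23 nL compound for 24 hr at 37 deg C.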
EPAC2 antag = EPAC2 (human) antagonism; EPAC2 GEF exchange of Rap1B-BODIPY-GDP, fluorescence; Potency, µM (top dose mostly 114 µM), without a hit: at the highest dose activity, negative = inhibition, hits mostly inhibitors; AID 720708; Q8WZA2; actives 0.18% (n = 360,000); note: potency is the fitted concentration of half-maximal effect; % is set by controls: 0 for no effect and ±100 for the full control effect; nearly all actives have a fitted effect of over 45% in size; many of its hits are not listed in these tables
Akt phos inh = inhibitors of Akt phosphorylation; Neuro2A IGF-stimulated pAkt S473 HTRF, 20 min; stronger effect = lower value; AID 651550; actives 0.32% (n = 360,000); activity change, % for hits at 50 µM; in the data active = activity change below about -80%; inconclusive = mostly about -51% to -80%; note: % is set by controls: 0 for no effect and ±100 for the full control effect
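Single-point screen (50 µM final compound) in Neuro2A cells stimulated 20 min with 6 nM IGF at 37 deg C. After lysis, Ser473-phosphorylated Akt read by HTRF (ex 330 nm, em 615/665 nm) as the 665/615 ratio.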
TGFb inhibitor = inhibitors of TGF-b signaling. HepG2 CAGA-GFP TGF-b/SMAD3 reporter, GFP fluorescence, 18 h; TGF-beta stimulated, 500 pg/mL final. Potency, µM (top dose mostly 46.1 µM), for the others: top-dose activity, negative = inhibition, actives largely listed as inhibitors. actives 1.2% (n = 410,000); note: potency is the fitted concentration of half-maximal effect; % is set by controls: 0 for no effect and ±100 for the full control effect; nearly all actives have a fitted effect of over 65% in size
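Using HEPG2 CAGA-GFP reporter cells at 1000 cells/well, we pinned test compounds, stimulated with recombinant TGF-beta (500 pg/mL final) and measured total well GFP after 18 h.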
A549 viability = counter-screen for Nrf2 inhibitors: cytotoxicity in A549 cells; AID 504648; A549 ARE-Fluc cells, CellTiter-Fluor viability, 18-24 h; actives 0.16% (n = 390,000); Potency, µM (titrated, usually from 46 µM), inactives show at the top dose activity change, negative = cytotoxicity, usual class: inhibitors; note: potency is the fitted concentration of half-maximal effect; % is set by controls: 0 for no effect and ±100 for the full control effect
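Cytotoxicity counterscreen: CellTiter-Fluor fluorescence was measured in A549 ARE_Fluc cells after 18-24 h of compound exposure in a concentration series. The subsequent BugLite luminescent read reports ARE-luciferase activity.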
Active calls of the source: *; i = inactive; ? = inconclusive; / = not tested or not shown; [ ] = another dose, or the depositor's remark. Unless noted, calls come from the whole dose curve; as a rule, active = well fitted curve in the direction sought with a large enough effect; inconclusive = small, poorly fitted or top-dose-only effect, or another doubt; inactive = no such curve, though single readings can be large; an effect the other way counts as inactive or inconclusive. A portion of the library; rates above refer to the full screens.

| Compound | CCT chaperon mod | Nrf2 inh | EPAC2 agonist | Mm-Cpn inhibitor | Nrf2 activator | EPAC2 antag | Akt phos inh | TGFb inhibitor | A549 viability |
| --- | --- | --- | --- | --- | --- | --- | --- | --- | --- |
| Cc1cccc(CN2CCN(Cc3cccc(-n4cccn4)c3)CC2CCO)n1 (stereo not drawn) | 0.8 | -8% | 10% | 2% | 1.9% | 2% | i | -7% | 1% |
| O=C(CCCOc1ccccc1)Nc1ccc(Br)cc1 | 0.3 | -5% | -14% | / | 3.1% | 1% | i | -7% | -8% |
| Cc1cc2nc(-c3ccc(C#N)cc3)c(Cc3cccc(F)c3)n2c(C)c1Br | 0.6 | / | 7% | / | 3.5% | 6% | i | ? | / |
| O=C(Nc1ccccc1C(F)(F)F)c1cc2nc(-c3ccccc3)cc(-c3ccccc3)n2n1 | / | 8% | / | / | -0.1% | / | / | 0% | 13% |
| Cc1ccc(/C=N/n2cnnc2)s1 | 0.4 | -10% | 2% | 0% | -0.7% | 1% | / | -20% | -4% |
| COCCNC(=S)N(CCCN(C)C)Cc1cc2cc3c(cc2[nH]c1=O)OCCO3 | -0.7 | -5% | 20% | -1% | 0.5% | 8% | i | -14% | 16% |
| O=C(COc1ccc(S(=O)(=O)NC2CCCC2)cc1)N1CCCCC1 | -0.3 | -31% | -2% | -1% | -1.0% | 5% | i | -5% | -6% |
| CCOc1ccc(-n2nnnc2SCC(=O)NNC(=O)c2ccco2)cc1 | -1.2 | 27% | 0% | -11% | -0.1% | -10% | i | 1% | 4% |
| COc1ccc(-c2ccc(SCC(=O)NC3CCCCC3)nn2)cc1OC | 1.1 | ? | 3% | 0% | 5.5% | -12% | i | 0% | -8% |
| FC(F)(F)c1ccc(C2NCCc3sccc32)cc1 (stereo not drawn) | -1.5 | ? | 8% | 0% | 7.1% | 18% | i | 6% | 4% |
| O=C1C=C(NCc2ccccc2)c2ccccc2C1=O | 2.0 | ? | 26% | -9% | -2.1% | ? | i | ? | ? |
| Cc1nn(C)c(C)c1-c1c(C#N)c(N)nc2c1CCCCCC2 | -1.8 | -3% | 4% | 1% | 0.2% | 2% | i | -17% | -4% |
| Cc1nn(CCC#N)c(NC(=O)c2ccc(Cl)cc2Cl)c1P(=O)(Nc1ccc([N+](=O)[O-])cc1)N1CCOCC1 (stereo not drawn) | -2.6 | -6% | 7% | 1% | -0.3% | -6% | i | -7% | -17% |
| O=C(Nc1ccc(F)cc1)c1cccnc1N1CCOCC1 | -1.0 | 5% | -2% | -3% | 2.0% | -3% | i | -3% | -1% |
| CC1=CC2=NC(=O)CC(C)(C(=O)N(CC(=O)NC3CCCC3)Cc3ccc(Cl)cc3)N2C=C1 (stereo not drawn) | -2.4 | -2% | 15% | -2% | -0.6% | 3% | i | -1% | 5% |
| COc1cccc(C2N(c3ccccn3)C(=O)C3CCCN32)c1OC (stereo not drawn) | -2.1 | 1% | 7% | 0% | 0.1% | 7% | i | -2% | -7% |
| CCCc1c(C(=O)Nc2ccc(C(F)(F)F)cc2)cnn1-c1ccccc1 | -1.7 | 1% | -7% | 0% | 4.1% | -9% | i | -8% | 1% |
| Cn1c(=NC(=O)CSCC(=O)N2CCCC2)sc2ccccc21 | 0.3 | / | 4% | / | -0.3% | 1% | i | -7% | -1% |
| COC(=O)c1scc(S(=O)(=O)c2ccccc2)c1N | -0.2 | ? | -1% | -8% | -0.4% | -1% | i | 0% | -1% |
| Cc1ccc(OCCN(C)C(=O)C2CCC(=O)N(CCCN3CCCC3=O)C2)cc1 (stereo not drawn) | -0.2 | 12% | 4% | 3% | -0.2% | 0% | i | -1% | -4% |
| COc1ccc(N(Cc2cc3ccc(C)cc3[nH]c2=O)S(=O)(=O)c2ccccc2)cc1 | -1.2 | ? | 9% | -2% | -0.6% | 4% | i | ? | -13% |
| Cc1ccc(Cl)cc1NC(=O)CCCn1c(=O)c2cccn2c2cccnc21 | / | -1% | / | / | -0.7% | / | / | -4% | 5% |
| O=C(C1CC1)N1CCC(C(O)(c2ccccc2)c2ccccc2)CC1 | -1.4 | -5% | 4% | 0% | -0.8% | 5% | i | -11% | -6% |
| O=C(CN(Cc1ccccc1)C(=O)CCC(=O)Nc1nccs1)NCc1ccco1 | 1.0 | / | 4% | 0% | -0.4% | 27% | i | 7% | 11% |
| COc1cccc(/C=N/N2CCN(c3ccncc3S(=O)(=O)N3CCCCC3)CC2)c1 | -0.8 | -22% | 16% | -16% | -0.8% | -6% | i | -3% | 0% |
| CCOc1ccccc1NC(=O)C1C(c2ccccc2)C1(Cl)Cl (stereo not drawn) | 0.7 | / | 9% | / | -0.7% | -5% | i | ? | / |
| Cc1ccsc1/C=N/NC(=O)CN1CCN(Cc2ccccc2)CC1 | 1.5 | -13% | -4% | 0% | 0.0% | -4% | i | 3% | -6% |
| OC(COCc1ccccc1)CN1CCN(Cc2ccc3c(c2)OCO3)CC1 (stereo not drawn) | -2.4 | 0% | 9% | -1% | -0.2% | 5% | i | 0% | -1% |
| Cc1ccc(N=C(NO)c2nonc2N)c(C)c1 | 1.0 | 17% | 6% | 0% | 1.0% | 9% | i | -5% | 7% |
| CCOc1ccc(S(=O)(=O)N2CCOCC2)cc1NC(=O)CSCc1ccc(C)cc1 | -2.3 | -7% | 15% | 2% | -0.8% | -9% | i | -5% | -1% |
| C=C(C)COc1ccc2c(C)c(CC(=O)N3C[C@H]4C[C@@H](C3)c3cccc(=O)n3C4)c(=O)oc2c1 | -2.3 | -9% | -1% | -2% | -0.8% | -1% | i | 4% | 10% |
| CCOc1ccc(N(CC(=O)NC(C)C)C(=O)CCC(=O)Nc2ccccn2)cc1 | 2.8 | -16% | 11% | -7% | -1.0% | 11% | i | 17% | -2% |
| CC#CCN1c2ccccc2[C@]23C[C@@H](C(=O)OC)N(C(C)=O)C2=NC(C(=O)OC)=C(C(=O)OC)[C@H]13 | 2.3 | 8% | 2% | -1% | -0.6% | -14% | i | 2% | -2% |
| CN(C)S(=O)(=O)c1cccc(NC(=O)COC(=O)c2ccc3ccccc3n2)c1 | 0.3 | 13% | 4% | 1% | -0.8% | -8% | i | -1% | 3% |
| O=C(Nc1ccccc1)N(CCc1ccncc1)C1CCCCC1 | -1.2 | -9% | 11% | / | 0.5% | -4% | i | -9% | 3% |
| CC(C)Sc1nc2c(c(=O)[nH]c(=O)n2C)n1CCc1ccccc1 | -0.6 | -12% | 8% | -9% | -0.1% | 10% | i | 14% | 10% |

Looked up above.
In TGFb inhibitor, CC#CCN1c2ccccc2[C@]23C[C@@H](C(=O)OC)N(C(C)=O)C2=NC(C(=O)OC)=C(C(=O)OC)[C@H]13 reads 2%
In Mm-Cpn inhibitor, COc1cccc(/C=N/N2CCN(c3ccncc3S(=O)(=O)N3CCCCC3)CC2)c1 reads -16%

Next part
| Compound | CCT chaperon mod | Nrf2 inh | EPAC2 agonist | Mm-Cpn inhibitor | Nrf2 activator | EPAC2 antag | Akt phos inh | TGFb inhibitor | A549 viability |
| --- | --- | --- | --- | --- | --- | --- | --- | --- | --- |
| COc1ccc(OCC(=O)NNC(=O)Cn2c(=O)cnc3ccccc32)cc1 | -2.2 | 17% | 2% | 0% | -0.6% | 2% | i | 35%[activator] | -7% |
| C=CCC[C@@H](CCCCC)OC(=O)/C=C/[C@@H](O)[C@H](O)C[C@H](O)CC=C | -0.3 | / | -5% | / | 8.4% | -28% | i | / | / |
| COc1ccc(S(=O)(=O)N2CCCC2CNC(=O)C(=O)NCCc2ccccc2)cc1 (stereo not drawn) | 1.7 | 18% | 3% | 1% | -0.3% | -4% | i | 0% | -8% |
| Cc1noc(C)c1COc1ccc(C(=O)OCC(=O)Nc2ccc(C(=O)N(C)C)cc2)cc1 | 0.9 | -4% | 6% | 2% | 2.5% | -3% | i | 13% | 2% |
| COC(=O)c1sccc1-c1ccc(/C=N/OC(=O)c2cccs2)o1 | -2.7 | 2% | 10% | -6% | 2.9% | 6% | i | 1% | 0% |
| O=C(CSc1nnc(Cc2ccccc2)n1Cc1ccco1)NC1CCCC1 | -3.4 | 11% | 3% | -4% | -0.3% | 3% | i | 29% | 1% |
| Cc1ccc(C)c(N2CCN(C(=O)CCc3nc(-c4ccc(Cl)cc4)no3)CC2)c1 | 0.0 | -12% | 13% | -2% | -0.1% | ? | i | -15% | 3% |
| CCCNC(=O)C1CN(S(=O)(=O)c2ccc(C)cc2)c2ccccc2O1 (stereo not drawn) | -2.1 | 0% | -5% | 1% | -0.3% | 18% | i | -24% | -3% |
| COc1cccc(CN(C)C(=O)Nc2cccc(C(F)(F)F)c2)c1OC | -1.6 | 13% | -6% | 4% | 0.8% | -13% | i | 4% | 3% |
| CC1CCCC(NC(=O)c2ccc3c(c2)NC(=O)CS3)C1C (stereo not drawn) | 0.2 | -7% | -4% | -1% | -0.3% | 11% | / | -16% | -1% |
| O=C1C=C(NC(=O)Nc2ccc(Cl)c(Cl)c2)CCC1 | -3.0 | ? | 10% | 2% | 0.8% | -4% | i | 2% | -9% |
| Cc1ccc(-c2nn(CC(=O)NCCN3CCOCC3)c(=O)c3ccccc23)cc1 | 0.6 | / | 9% | -1% | 0.3% | 2% | i | 1% | 10% |
| O=C(N/N=C\c1ccc(Sc2ccccn2)o1)c1cccc(Br)c1 | -0.7 | -24% | 1% | -1% | 17% | -5% | i | 1% | -5% |
| O=Cc1ccc(F)c([B-](F)(F)F)c1 | -1.3 | -15% | 5% | / | 0.1% | 9% | i | 11% | 0% |
| C#CCOCCOCCOCCNc1nc(N2CCN(C(=O)CCCCCCCCCCNC(=O)Cn3cc(CCCCCN)nn3)CC2)nc(N2CCN(C(=O)CCCCCCCCCCNC(=O)[C@H]([C@@H](C)CC)n3cc(CCCCCN)nn3)CC2)n1 | -2.1 | ? | 3% | 2% | -2.3% | 16% | i | ? | ? |
